# Bioassay records as filed in PubChem BioAssay.
# aSyn yeast rescue: qHTS of alpha-syn Inhibitors: NCGC Sytravon Library Screen. S. cerevisiae alpha-synuclein toxicity rescue, BacTiter-Glo growth, 24 h. Potency, µM (titrated, usually from 46.1 µM), without a hit: at the top dose growth rescue (activation), usual class: activators. hit rate 0.02% among 94,000. AID 1347070, 2019; active = well fitted activation curve with a large enough effect; inconclusive = small, poorly fitted or top-dose-only effect; note: 0% is about no effect
#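 Growth restoration measured by BacTiter-Glo luminescence after 24 hr at 30 deg C; alpha-synuclein yeast, raffinose-pregrown to mid-log, were added at OD600=0.02 in galactose medium onto pinned compounds.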
# * marks the source's active call; other numbers are inactive results; ? = inconclusive; & = joins results of further samples; [ ] = dose if it differs, or a comment. Potency is the fitted concentration of half-maximal effect. Only part of the results is shown; count on the stated rates, not on these rows.
SMILES,aSyn yeast rescue
COc1ccc(C(C(=O)NC(C)(C)C)N(CCC(C)C)C(=O)CCC(=O)Nc2cc(C)on2)cc1 (stereo not given),2%
COc1ccccc1-n1c(SCC(=O)Nc2ccc(Cl)cc2)nc(O)c(Cc2ccccc2)c1=O,-4%
CCc1ccc(NS(=O)(=O)c2ccc3[nH]cc(C(=O)NC4CCCC4)c(=O)c3c2)cc1,-12%
O=c1c2ccc(Cl)cc2[nH]c(=S)n1CCC1=CCCCC1,0%
COc1cccc(CNC(=O)c2cc(C)nc3ccccc23)c1,0%
N#C/C(=C\c1ccc(-c2ccc(S(=O)(=O)N3CCOCC3)cc2)o1)C(=O)NC1CC1,5%
Cc1ccc(C(=O)c2cn(CC(=O)NCc3ccccc3Cl)c3nc(C)ccc3c2=O)cc1,1%
CNc1ccc(Br)cc(C(=O)/C=C/c2ccc(OC)cc2)c1=O,13%
O=C(Cn1cnc2c(oc3ccccc32)c1=O)Nc1ccc(OC(F)(F)F)cc1,5%
Cc1ccnc(NC(=O)c2ccc(S(=O)(=O)NCc3ccco3)cc2)c1,-46%[inhibitor]
CCOC(=O)c1ccc2oc(=O)n(Cc3ccccc3)c2c1,0%
Cc1ccc2c(=O)cc(C(=O)Nc3ccc(S(=O)(=O)N(C)Cc4ccccc4)cc3)oc2c1C,-14%
O=C(CSc1nnc2ccc3ccccc3n12)c1ccc(F)cc1,4%
CCOc1ccccc1CN1CCN(CC2=Cc3cc(OC)ccc3OC2)CC1CCO (stereo not given),0%
N#CNc1nc(O)cc(=O)[nH]1,2%
Cc1ccc(-n2c(SCc3ccc(C(=O)O)cc3)nnc2-c2ccncc2)cc1,-8%
Cc1ccc(Cn2c(C(C)NC(=O)c3ccccc3)nc3ccccc32)cc1 (stereo not given),-6%
O=C(NCc1ccc2c(c1)OCO2)c1ccc(Cl)nc1,-1%
Cc1nc(-c2ccccc2)sc1CCNS(=O)(=O)c1ccccc1,?
CCOc1ccc(CCNC(=O)CSc2cc(=O)n(C)c3ccccc23)cc1OCC,-9%&-5%
CCCn1c(NC(=O)CN2C(=O)NC3(CCCCC3)C2=O)nc2ccccc21,0%
Cn1cc(S(=O)(=O)N2CCCCCC2)cc1C(=O)NCc1ccccc1Cl,2%
CC(C)(C)C(=O)N1CCN(c2ccc(NC(=O)c3ccc([N+](=O)[O-])o3)cc2)CC1,-12%
O=C(N/N=C/c1ccc(Cl)cc1)C(=O)N1CCCCCC1,3%
COc1cccc(C2c3c(oc4ccccc4c3=O)C(=O)N2CCCN2CCOCC2)c1OC (stereo not given),-3%
Cc1cccc2sc(N3CCN(C(=O)C4COc5ccccc5O4)CC3)nc12 (stereo not given),10%
O=C1NC(=O)C(Cc2c[nH]c3ccccc23)N1 (stereo not given),6%
Cc1ccc(NC(=O)[C@H](Cc2ccccc2)N2Cc3ccccc3C2=O)cc1F,7%
COc1ccc(/C(O)=C2/C(=O)C(=O)N(CCCN3CCOCC3)C2c2ccc(Cl)cc2)cc1 (stereo not given),-2%
Cc1c(CNCCc2ccc(S(N)(=O)=O)cc2)c(C(=O)O)c(C)n1Cc1ccc(Cl)cc1,-8%
CN(C(=O)Nc1ccc(F)cc1)[C@H]1C[C@H]2c3[nH]c4ccccc4c3CCN2C(=O)[C@H]1CO,3%
COc1ccc(OC)c(CCNC(=O)c2ccc(CS(=O)(=O)c3ccc(Br)cc3)o2)c1,-16%
CCn1c(O)c(N=NC(=O)CNC(=O)c2cccnc2)c2ccccc21,-5%
CCN1CCN(C(=O)c2cc3cc([N+](=O)[O-])ccc3oc2=O)CC1,4%
O=c1c2ccccc2c(C=NCc2ccccn2)c(O)n1-c1ccccc1Cl,5%
Cc1ccc(Cl)cc1N1CCN(C(=O)c2sc3nc4n(c(=O)c3c2C)CCC4)CC1,-20%
CCOC(=O)N1CCC(NC(=O)c2c(C)nn(-c3ccc(C)cc3)c2-n2cccc2)CC1,-5%
Cc1cccc(NC(=O)CCc2c(C)nc3nc(CNC(=O)c4cccc(F)c4)nn3c2C)c1,3%
Cc1c(C(=O)NCc2ccccc2)oc2c1-c1[nH]ncc1CC2,7%
O=C(NCC1CCCN1S(=O)(=O)c1cccs1)c1ccccc1F (stereo not given),1%
Cn1c(=O)c2c(n3c4ccccc4nc13)NC(=O)CC2c1cccc(F)c1 (stereo not given),-2%
CC(C)CNC(=O)N1CCN(S(=O)(=O)c2ccc3c(ccn3C)c2)CC1,6%
CN(CC(=O)Nc1ccc(Cl)cc1)C(=O)CCc1ccccc1,5%
N#Cc1ccccc1Cn1c(=O)n(-c2ccccc2)c(=O)c2c3c(sc21)CCC3,-3%
Cc1ccc(Cn2c(SCCN3CCCCC3)nc3c2c(=O)[nH]c(=O)n3C)cc1,5%
Nc1nc2ccccc2cc1S(=O)(=O)c1ccccc1,24%
CCOc1cc(C(=O)Nc2cc3c(cc2N2CCOCC2)n(C)c(=O)n3C)cc(OCC)c1OCC,-6%
Cc1ccc(-c2nc3ncccc3o2)cc1NC(=O)c1ccccc1Br,-7%
CCCCSCCCNC(=O)C1CCC(CNS(=O)(=O)c2c(C)cc(C)cc2C)CC1 (stereo not given),3%
O=c1c2cnn(-c3ccc(F)cc3)c2ncn1Cc1ccc(F)cc1,0%
C[C@@H]1CCCCO[C@H](CN(C)S(=O)(=O)c2cccs2)[C@H](C)CN([C@@H](C)CO)C(=O)c2cc(NC(=O)NC3CCCCC3)ccc2O1,-5%
COc1nsnc1NS(=O)(=O)c1ccc(NC(=S)NC(=O)c2cccnc2)cc1,-9%
COc1ccccc1CCC(=O)OCC(=O)NC1CC1,0%
CCn1cc(C(=O)N(C)Cc2ccccc2)c(=O)c2cc(S(=O)(=O)N3CCCCCC3)ccc21,0%
Cc1ccc(Cl)cc1N1CCN(C(=O)c2noc3c2CCCC3)CC1,-5%
C[C@@H]1CN([C@H](C)CO)C(=O)c2c(c3ccccc3n2C)-c2ccccc2CO[C@H]1CN(C)Cc1ccccc1,2%
COc1cccc(NC(=O)Cn2c(=O)n(-c3ccc(Cl)cc3)c(=O)c3sc4ccccc4c32)c1,1%
O=C(O)Cc1ccc(S(=O)(=O)Nc2ccccc2C(=O)O)cc1,-6%
CC(=O)Cc1c(C(=O)O)c(C)nn1-c1ccccc1,-4%
CCOc1ccc(S(=O)(=O)NCCc2sc(-c3ccc(C)cc3)nc2C)cc1,?
# (more compounds)
SMILES,aSyn yeast rescue
CSc1ccc(Cn2nnc(C(=O)Nc3ccc(C)cc3Cl)c2N)cc1,-15%
CCOC(=O)c1ccc(NC(=O)c2c(NCc3cccs3)sc3c2CCCC3)cc1,-2%
Cc1ccc(OCCSc2nc3ccccc3n2CCC(=O)O)cc1,-8%
Cc1c(NC(=O)COC(=O)CCC(=O)c2ccc(Cl)cc2)c(=O)n(-c2ccccc2)n1C,-15%
CCOc1ccc(NC(=O)CSC2=Nc3ccccc3C3=NC(CCC(=O)NCc4ccccc4)C(=O)N23)cc1 (stereo not given),-4%
C=Cc1ccc(Cn2c(C(=O)O)c(CNCc3ccccc3)c3ccc(OC)cc32)cc1,-11%
CCN(CC)CCNc1ccc(CO)c2oc3ccccc3c(=O)c12,5%
Cc1occc1-c1nnc(SCC(=O)N(C)c2ccccc2)n1C,1%
COc1ccc(-c2nc3ccc(NS(=O)(=O)c4ccc(Cl)cc4)cc3o2)cc1,-4%
COC(=O)c1ccccc1NC(=O)Nc1ccc(Br)cn1,0%
Cc1cc(C)cc(C(=O)OCC(=O)N2CCCC2)c1,6%
Cc1ccc(C(=O)Nc2cc3c(cc2C)n(C)c(=O)c(=O)n3C)cc1,4%
Cc1ccc(C)c(NC(=O)CN2C(=O)C(C)(C)c3ccccc32)c1,-1%
CS(=O)Cc1cc(Sc2ccccc2)nc(-c2ccncc2)n1 (stereo not given),-1%
O=C(NCc1ccccc1Cl)C1CCC(CNS(=O)(=O)c2ccc(Cl)cc2)CC1 (stereo not given),-4%
COc1ccc(-c2cc(C(F)(F)F)nc(SCC(=O)NCc3ccc(F)cc3)n2)cc1,1%
CCOC(=O)CC1C(=O)NCCN1c1nc2c(C)cccn2c(=O)c1/C=C1\SC(=S)N(C(C)CC)C1=O (stereo not given),-5%
Cc1ccccc1CN1C(=O)c2ccccc2S(=O)c2ccc(C(=O)N3CCOCC3)cc21 (stereo not given),9%
S=C(Nc1ccccc1Cl)N1CCC(c2ccccc2)C1 (stereo not given),3%
O=C(c1noc2c1CCCC2)N1CCC(CO)(Cc2ccccc2Cl)CC1,19%
Cc1ccc(CCNC(=O)c2cn(C)c3ccc(S(=O)(=O)N4CCCCC4)cc3c2=O)cc1,5%
COc1cc(OC)c(NS(=O)(=O)c2cc3c(cc2C)NC(=O)CO3)cc1Cl,-3%
CCCn1ccc2c(OCC(=O)Nc3cc(C)ccc3C)cccc2c1=O,12%
Cc1ccc(Cl)cc1-n1ncc2c(NCCCn3ccnc3)ncnc21,-8%
Cc1oc2ccc(O)c(CN3CCOCC3)c2c1C(=O)Nc1ccccc1,1%
COc1ccc(-c2nc(S(=O)(=O)c3ccc(C)cc3)c(N3CCCCC3)o2)cc1,21%
Cc1nc2ccccc2n1CC(=O)OCC(=O)NC1CC1,9%
O=C(N[C@@H](Cc1c[nH]c2ccccc12)C(=O)O)OCC1c2ccccc2-c2ccccc21,-38%[inhibitor]
Nc1nccnc1C(=O)OCC(=O)Nc1ccc2[nH]c(=O)[nH]c2c1,-4%
CC1C(=O)Nc2ccc(S(=O)(=O)NCCc3ccc(Cl)cc3)cc2NC1=O (stereo not given),5%
CCOC(=O)c1[nH]c2c(c1Cc1ccccc1)C(=O)CC(c1ccc(OC)cc1)C2 (stereo not given),1%
COc1ccc(NC(=O)c2[nH]c(C)c(C(C)=O)c2C)cc1S(=O)(=O)Nc1ccc(Br)cc1,-6%
O=C(/C=C/c1cccc(F)c1)NCc1ccc2c(c1)OCO2,2%
Cc1ccc(Cl)cc1NC(=S)N(CCN(C)C)C(C)c1ccccn1 (stereo not given),-1%
COCCn1c(SCC(=O)Nc2ccc(N3CCOCC3)cc2)nc2ccccc21,10%
Cn1nc(C(F)(F)F)c2cc(C(=O)Nc3ccc(F)c(Cl)c3)sc21,-2%
CCC(=O)Nc1ccccc1-c1nc2ccccc2n(C(C)C(=O)Nc2ccc(OC)cc2)c1=O (stereo not given),-1%
O=C(O)c1ccc(CNC(=O)C2CCN(S(=O)(=O)c3cccs3)CC2)cc1,10%
CCOc1cc(CNC(=O)C2COc3ccccc3C2)cc(OCC)c1OCC (stereo not given),-4%
CC(C)(C)CC(C)(C)NC(=S)Nc1ccc(S(=O)(=O)N2CCOCC2)cc1,3%

# Next part, starting with the last 5 of the part before.
SMILES,aSyn yeast rescue
Cn1nc(C(F)(F)F)c2cc(C(=O)Nc3ccc(F)c(Cl)c3)sc21,-2%
CCC(=O)Nc1ccccc1-c1nc2ccccc2n(C(C)C(=O)Nc2ccc(OC)cc2)c1=O (stereo not given),-1%
O=C(O)c1ccc(CNC(=O)C2CCN(S(=O)(=O)c3cccs3)CC2)cc1,10%
CCOc1cc(CNC(=O)C2COc3ccccc3C2)cc(OCC)c1OCC (stereo not given),-4%
CC(C)(C)CC(C)(C)NC(=S)Nc1ccc(S(=O)(=O)N2CCOCC2)cc1,3%
CC(C)c1ccccc1NC(=O)Cn1cnc2c1c(=O)n(C)c(=O)n2C,-6%
COC(=O)C(c1ccccc1)C(CC(=O)c1ccccc1)c1ccccc1 (stereo not given),10%
Cc1ccc(OCC(=O)Nc2ccc(S(=O)(=O)NC3=NCCCCC3)cc2)cc1,4%
CCC(C)NC(=O)c1[nH]c2cc(C)ccc2c1Sc1ccc(Cl)cc1 (stereo not given),1%
CSCCC(NS(=O)(=O)c1ccccc1F)C(=O)NCc1ccncc1 (stereo not given),-13%
COc1ccccc1C(=O)Nc1ccc(S(=O)(=O)Nc2ncccn2)cc1,1%
O=C(NCCC1=CCCCC1)c1ccc2c(c1)N(Cc1ccccc1)C(=O)c1ccccc1S2(=O)=O,3%
O=C(NCc1ccccc1)C1CCCN(c2nc3ccsc3c(=O)s2)C1 (stereo not given),-4%
CCOC(=O)C1CCCN(Cc2nc(C3CC3)no2)C1 (stereo not given),-9%
Cc1ccc2c(CC(=O)Nc3ccc(S(=O)(=O)N4CCCC(C)C4)cc3)coc2c1 (stereo not given),9%
CC(C(=O)Nc1ccccc1C(F)(F)F)n1nnc2sc3c(c2c1=O)CCCC3 (stereo not given),1%
CC1CN(c2ccc([N+](=O)[O-])nc2)CC(C)O1 (stereo not given),6%
COCCn1c(SCC(=O)N2CCc3ccccc32)nc2c(c1=O)SC(C)C2 (stereo not given),9%
CSc1ccc(CCNC(=O)CCn2c(=O)c3cccn3c3cccnc32)cc1,-7%
Fc1cccc(Cl)c1CSc1ccc(-c2ccco2)nn1,-45%[inhibitor]
CCOc1ccc(NC(=O)CSc2oc(-c3ccco3)nc2S(=O)(=O)c2ccccc2)cc1,0%
CSc1ccc(CNc2ncc(-c3ccccc3)n2C)cc1,7%

# A few values from the list.
# For aSyn yeast rescue, Cc1ccc(-n2c(SCc3ccc(C(=O)O)cc3)nnc2-c2ccncc2)cc1 has -8%
# For aSyn yeast rescue, Cc1ccc(OCC(=O)Nc2ccc(S(=O)(=O)NC3=NCCCCC3)cc2)cc1 has 4%
# For aSyn yeast rescue, CC(=O)Cc1c(C(=O)O)c(C)nn1-c1ccccc1 has -4%
# For aSyn yeast rescue, Cc1ccc(C(=O)Nc2cc3c(cc2C)n(C)c(=O)c(=O)n3C)cc1 has 4%
# For aSyn yeast rescue, CCCn1ccc2c(OCC(=O)Nc3cc(C)ccc3C)cccc2c1=O has 12%
# For aSyn yeast rescue, Cn1c(=O)c2c(n3c4ccccc4nc13)NC(=O)CC2c1cccc(F)c1 (stereo not given) has -2%
# For aSyn yeast rescue, CC(C)(C)C(=O)N1CCN(c2ccc(NC(=O)c3ccc([N+](=O)[O-])o3)cc2)CC1 has -12%

# Quoted from the results shown for reference:
SMILES,aSyn yeast rescue
Fc1cccc(Cl)c1CSc1ccc(-c2ccco2)nn1,-45%[inhibitor]
CCOc1ccc(NC(=O)CSc2oc(-c3ccco3)nc2S(=O)(=O)c2ccccc2)cc1,0%
CSc1ccc(CNc2ncc(-c3ccccc3)n2C)cc1,7%
